Screening data: PubChem, NCI
yeast mec2-1 = NCI yeast anticancer drug screen, S. cerevisiae mec2-1 strain | % growth inhibition at 50 µM | hit rate 9% among 79,000 | AID 157;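 further: 0% = growth of vehicle-only cultures of the same strain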
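Each compound was tested on mec2-1 yeast, a strain altered in DNA damage repair or cell cycle control. Growth inhibition is reported relative to vehicle.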
yeast rad50 = NCI yeast anticancer drug screen, S. cerevisiae rad50 strain | hit rate 10% among 79,000 | growth inhibition, % at 50 µM;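 further: 0% = growth of vehicle-only cultures of the same strain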
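A DNA repair-deficient yeast mutant serves as the test organism; compound-induced growth inhibition is calculated against vehicle-treated cells.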
sgs1 mgt1 = NCI yeast anticancer drug screen, S. cerevisiae sgs1 mgt1 strain. hit rate 10% among 78,000. growth inhibition, % at 50 µM;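 further: 0% = growth of vehicle-only cultures of the same strain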
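Yeast cells carrying a defined DNA-repair defect were exposed to test compounds. Growth inhibition was measured relative to vehicle-treated controls.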
yeast cln2 rad14 = NCI yeast anticancer drug screen, S. cerevisiae cln2 rad14 strain. hit rate 8.3% among 78,000. growth inhibition, % at 50 µM;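 further: 0% = growth of vehicle-only cultures of the same strain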
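Yeast strain cln2 rad14, bearing defects in cell cycle control and DNA repair, serves as the test system; values reflect growth inhibition compared with vehicle.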
yeast mlh1 rad18 = NCI yeast anticancer drug screen, S. cerevisiae mlh1 rad18 strain | AID 175 | growth inhibition, % at 50 µM | hit rate 11% among 79,000;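 further: 0% = growth of vehicle-only cultures of the same strain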
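Yeast w/ defined DNA-repair lesions; compound exposure; growth vs vehicle controls → % inhibition.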
bub3 = NCI yeast anticancer drug screen, S. cerevisiae bub3 mutant strain; % growth inhibition at 50 µM; hit rate 9.9% among 78,000; AID 167;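 further: 0% = growth of vehicle-only cultures of the same strain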
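In this screen, a yeast mutant lacking normal mitotic checkpoint function is challenged with compound. Relative growth versus vehicle gives the inhibition value.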
The depositor's hits bear a star; / = no result given; & = joins results of further samples. No stated cut-off is given here; in the data, active means growth inhibition above about 70%; inactive means the rest. Outcome played no part in choosing rows; any-hit rate near 14%.

SMILES	yeast mec2-1	yeast rad50	sgs1 mgt1	yeast cln2 rad14	yeast mlh1 rad18	bub3
OC(CSc1ccccc1)CN1CCN(c2ccc(Cl)cc2)CC1 (stereo not drawn)	26	84*	79*	16	60	81*
C=CCC1(CO)CCCCC1O (stereo not drawn)	2	2	16	-73	3	10
COC(=O)c1ccccc1NC(=O)c1ccc(C(=O)Nc2ccccc2C(=O)OC)cc1	-19	-31	-10	-48	-27	-3
COc1ccc(C=O)cc1C[P+](c1ccccc1)(c1ccccc1)c1ccccc1	98*	98*	98*	98*	98*	98*
CC(/C=C/C=C(\C)C(=O)O)=C\C=C\C=C(C)\C=C\C=C(/C)C(=O)O	-21	-1	4	7	18	-9
CN=[N+]([O-])c1ccccc1	18	2	4	15	2	11
CN(C)c1ccc(N=Nc2cccc3ncccc23)cc1	27	2	68	31	66	66
CCCCCCCCCC(O)CCCC(O)C(O)CCCCCCC(=O)O (stereo not drawn)	15	13	23	18	38	-3
O=S(=O)(O)c1cc(N=C=S)ccc1/C=C/c1ccc(N=C=S)cc1S(=O)(=O)O	-15	-8	-14	0	5	23
CN(C)CCOC(=S)S	0	2	-9	2	-1	10
O=C(COc1ccc(Cl)cc1)Nc1cccc([N+](=O)[O-])c1	17	3	2	-6	7	19
C=COCCN1CCOCC1	3	19	9	18	31	26
O=C(OC(=O)C1CCC1)C1CCC1	-14	15	15	6	23	19
COc1ccc(C2=NCCO2)cc1N	0	4	-14	-6	11	4
Oc1ccc(Cl)cc1/C=N/N1CCN(/N=C/c2cc(Cl)ccc2O)CC1	2	12	26	5	2	-3
O=C(N=Nc1c(O)[nH]c2ccc(Br)cc12)c1ccco1	29	24	43	15	43	43
COC(=O)C1=Cc2c(n3ncnc3n(-c3ccccc3)c2=O)N(S(=O)(=O)c2ccc(C)cc2)CC1	12	1	18	-4	23	-4
CCN(CC)CCC(=O)c1ccc(Oc2ccc(Cl)cc2)cc1	84*	97*	99*	80*	99*	99*
Cc1cccc(C)c1NC=O	-2	5	-3	1	9	-10
O=C(Nc1cc(Br)c2cccc3c2c1CC3)c1ccccc1	11	6	1	-5	-1	14
Oc1c(C(O)(c2ccccc2)c2ccc3ccccc3c2O)ccc2ccccc12	84*	85*	79*	82*	87*	89*
CN(C)CC(N)C(=O)O (stereo not drawn)	-13	-4	-12	-14	-19	-21
Cc1c(Cl)cc(Cl)c2oc(CCC(C)C)c(C)c12	-6	13	-7	0	-14	18
CCNCC(=O)Nc1ccc(C(=O)OC)cc1	-29	-8	-10	-20	-29	1
Cc1n[nH]c(=O)n1/N=C/c1ccc([N+](=O)[O-])cc1	-7	-26	3	-21	-37	29
COc1ccc(N=Cc2ccc(C=Nc3ccc(OC)cc3)cc2)cc1	2	23	21	-1	20	20
CN=C1OC2(c3ccccc3)C3=C(OC(=NC)N2C)C(=O)OC3(c2ccccc2)N1C (stereo not drawn)	18	8	16	-19	16	-22
c1coc(C2OCCO2)c1	-32	-24	-27	7	-3	-22
COC(=O)C1=NOC(Cc2ccccc2)C1 (stereo not drawn)	7	10	0	-35	-5	6
O=c1c(SSc2coc3ccccc3c2=O)coc2ccccc12	96*	94*	88*	91*	94*	72*
Nc1nc(Nc2ccccc2)sc1O	-35	-16	-12	17	4	-4
CCN1CCC(SC(=O)C(O)(c2ccccc2)c2ccccc2)C1 (stereo not drawn)	-2	19	36	38	17	4
O=C(NCCCl)c1ccc(F)cc1	-5	-21	-12	0	-45	-7
CCCC(=O)Nc1ccccc1	-16	18	9	7	20	-5
CC(C)NC(=O)OCc1c(COC(=O)NC(C)C)n(C)c2c1ccc1ccccc12	85*	90*	84*	84*	85*	87*
Nc1ccc(S(N)(=O)=O)cc1	11	28	18	-1	25	-2
CC(C)C(=O)Nc1ccccc1-c1ccccc1	-1	14	-9	-1	9	0
CCOC(=O)c1cc2c(nc1N)C(=O)CCC2	6	0	34	17	-31	31
C[Si](C)(C)OC=C1CCCCC1	-4	12	-4	-29	10	-21
Cc1cc(C)c2c(c1)Nc1ccccc1P2c1ccccc1 (stereo not drawn)	14	11	48	31	54	45
CC1CN(CCC#N)CC(C)O1 (stereo not drawn)	-38	-29	-24	2	-33	-22
O=C(c1ccc(Br)cc1)C1N=NCC1c1ccccc1 (stereo not drawn)	65	-5	65	13	80*	86*
CC1(C)N=C(N)N=C(N)N1c1cccc(CO)c1	10	0	1	-2	28	15
CCCCCCC(=O)CC#CCCCCCCCC(=O)O	-3	-22	10	-26	11	-35
CCN(CC)CCCNc1nc(NCCCN(CC)CC)c2nc(-c3ccccc3)c(-c3ccccc3)nc2n1	61	67	64	77*	98*	56
CC(O)C(O)C(O)C(/C=N\Nc1ccccc1)=N/Nc1ccccc1 (stereo not drawn)	58	98*	96*	8	99*	69
CCOc1ccc2ccccc2c1	1	-28	1	-50	-20	-3
CC(C)c1cccc(C(=O)NCCN(C)C)c1[N+](=O)[O-]	-19	-4	-11	11	-63	-12
O=C1C=CC(=O)N1c1ccc(Cl)cc1[N+](=O)[O-]	3	9	21	40	32	16
O=C(Nn1c(-c2ccccc2)nc2ccccc2c1=O)c1ccccc1O	64	73*	79*	78*	70	78*
CC(C)(C)c1cccc(Br)c1	-20	-14	-6	-21	-10	1
CC1=NN(C(=O)CC(=O)Nc2cccc(Cl)c2)C(=O)C1N=Nc1ccc(C(=O)O)cc1 (stereo not drawn)	1	-3	6	-25	7	-3
CCCc1c(C)[nH]c2ccccc12	-33	15	6	25	9	-17
CC(=O)OCCN(CCOC(C)=O)c1ccc(C=O)cc1	-26	-14	-2	-10	-5	-11
Cc1[nH]c(=O)c(C#N)c(C)c1-c1ccccc1	-4	17	-5	5	2	-1
O=C(NCCNC(=O)c1ccc(Cl)cc1Cl)c1ccc(Cl)cc1Cl	-11	-9	-4	-42	-20	-1
Cc1cc2c(cc1Cl)SC(N/N=C(\N)c1ccc(Cl)cc1)=NS2(=O)=O	-1	-34	-12	-16	-8	-14
CCCCCCc1cc(C(=O)N/N=C/c2ccc(O)c(OC)c2)c2ccccc2n1	42	-13	-7	-18	-9	-12
O=C(Nc1cc(Cl)cc(Cl)c1)/C(Cc1nc2ccccc2[nH]c1=O)=N/NC(=O)c1ccncc1	-14	4	-1	17	5	-16
O=C1[C@@H](c2ccc(Cl)cc2)[C@H]2CC=C[C@H]2N1O	-21	9	-14	15	-2	-13

Other compounds:
SMILES	yeast mec2-1	yeast rad50	sgs1 mgt1	yeast cln2 rad14	yeast mlh1 rad18	bub3
OCCOc1ccc2ccccc2c1-c1c(OCCOc2ccc3ccccc3c2-c2c(OCCO)ccc3ccccc23)ccc2ccccc12	22	36	37	12	26	25
Cc1ccc(CC(CC(=O)O)C(=O)O)cc1 (stereo not drawn)	-3	1	-5	1	-4	-1
NCC(=O)c1c[nH]c(=O)[nH]c1=O	-5	-9	-12	-42	4	-10
OCCCN1CCCCC1	-14	-3	1	16	4	-1
O=C(O)CSC(NC(=O)C(C(F)(F)F)C(F)(F)F)(C(F)(F)F)C(F)(F)F	16	4	-18	-6	-8	-2
COc1ccc(Br)c(C=Nc2cccc3cc(OC)c(OC)cc23)c1	-8	19	27	18	-46	6
O=c1ccc2cc3ccoc3c(OCCOCCOCCOCCOc3c4occc4cc4ccc(=O)oc34)c2o1	17	15	11	-17	27	4
COCCCN(Cc1cc(OC)c(OC)c(OC)c1)C(=S)Nc1cccc(Cl)c1	-9	23	24	17	19	72*
CO/N=C1/OC(=O)OCC1(c1ccccc1)c1ccccc1	-3	5	3	11	-3	6
O=C(O)CSc1nc2ccc(N3C(=O)C4C5C=CC(C5)C4C3=O)cc2s1 (stereo not drawn)	-3	29	-2	11	6	-2
O=Cc1ccc(/C=C2\NC(=O)NC2=O)cc1	-8	-6	-27	0	-6	-9
CC(C)(C)OC(=O)N1CCC2(CC1)C(=O)NCN2c1ccccc1	12	23	-3	31	-39	1
COc1ccc(OC)c2c3c(ccc12)C(C)(c1ccccc1)OC3=O (stereo not drawn)	-10	-6	-8	20	0	-7
COc1cccc(CNc2ccc(C)c(Cl)c2)c1OC	31	23	/	/	37	/
CCOC(=O)C1=C(C)N(NC(=O)Nc2ccccc2)C2(N)N(NC(=O)Nc3ccccc3)C(C)=C(C(=O)OCC)C12C(=O)OCC (stereo not drawn)	-44	-28	-42	-21	-16	-8
CC1CN(C(=O)Cn2cnc([N+](=O)[O-])n2)CC(C)O1 (stereo not drawn)	14	8	3	65	13	30
O=C(O)c1ccccc1SC(Sc1ccccc1C(=O)O)c1ccccc1	-11	-12	-2	-8	11	12
Cc1cc(C#N)c(=S)n(C2OC(CO)C(O)C(O)C2O)c1C (stereo not drawn)	9&9	12&7	15&14	0&7	23&25	8&8
Oc1ccc(CNC2CCCCC2)cc1	31	71*	80*	50	47	37
C[C@]12CCC(=O)C=C1CC[C@@H]1[C@@H]2C(=O)C[C@]2(C)/C(=C\C(=O)O)CC[C@@H]12	-19	-1	6	-48	3	-4
ClC(Cl)(Cl)SSC(=Nc1ccccc1)SSC(Cl)(Cl)Cl	21	71*	52	-1	70	64
COc1cccc(CCO)c1OC	-13	1	11	-10	11	5
CCCCCC(=O)N(CCC)CCC	16	-9	-4	-34	-6	-6
C1=CC2CCC1C1CSCC21 (stereo not drawn)	-12	-3	-9	-34	-13	-3
CC(C)C(C)NC(=O)C(C)(C)C(C)(C)C (stereo not drawn)	-6	-5	11	-11	-6	-1

Entries above that contain a halogen, in the order listed:
SMILES	yeast mec2-1	yeast rad50	sgs1 mgt1	yeast cln2 rad14	yeast mlh1 rad18	bub3
OC(CSc1ccccc1)CN1CCN(c2ccc(Cl)cc2)CC1 (stereo not drawn)	26	84*	79*	16	60	81*
O=C(COc1ccc(Cl)cc1)Nc1cccc([N+](=O)[O-])c1	17	3	2	-6	7	19
Oc1ccc(Cl)cc1/C=N/N1CCN(/N=C/c2cc(Cl)ccc2O)CC1	2	12	26	5	2	-3
O=C(N=Nc1c(O)[nH]c2ccc(Br)cc12)c1ccco1	29	24	43	15	43	43
CCN(CC)CCC(=O)c1ccc(Oc2ccc(Cl)cc2)cc1	84*	97*	99*	80*	99*	99*
O=C(Nc1cc(Br)c2cccc3c2c1CC3)c1ccccc1	11	6	1	-5	-1	14
Cc1c(Cl)cc(Cl)c2oc(CCC(C)C)c(C)c12	-6	13	-7	0	-14	18
O=C(NCCCl)c1ccc(F)cc1	-5	-21	-12	0	-45	-7
O=C(c1ccc(Br)cc1)C1N=NCC1c1ccccc1 (stereo not drawn)	65	-5	65	13	80*	86*
O=C1C=CC(=O)N1c1ccc(Cl)cc1[N+](=O)[O-]	3	9	21	40	32	16
CC(C)(C)c1cccc(Br)c1	-20	-14	-6	-21	-10	1
CC1=NN(C(=O)CC(=O)Nc2cccc(Cl)c2)C(=O)C1N=Nc1ccc(C(=O)O)cc1 (stereo not drawn)	1	-3	6	-25	7	-3
O=C(NCCNC(=O)c1ccc(Cl)cc1Cl)c1ccc(Cl)cc1Cl	-11	-9	-4	-42	-20	-1
Cc1cc2c(cc1Cl)SC(N/N=C(\N)c1ccc(Cl)cc1)=NS2(=O)=O	-1	-34	-12	-16	-8	-14
O=C(Nc1cc(Cl)cc(Cl)c1)/C(Cc1nc2ccccc2[nH]c1=O)=N/NC(=O)c1ccncc1	-14	4	-1	17	5	-16
O=C1[C@@H](c2ccc(Cl)cc2)[C@H]2CC=C[C@H]2N1O	-21	9	-14	15	-2	-13
O=C(O)CSC(NC(=O)C(C(F)(F)F)C(F)(F)F)(C(F)(F)F)C(F)(F)F	16	4	-18	-6	-8	-2
COc1ccc(Br)c(C=Nc2cccc3cc(OC)c(OC)cc23)c1	-8	19	27	18	-46	6
COCCCN(Cc1cc(OC)c(OC)c(OC)c1)C(=S)Nc1cccc(Cl)c1	-9	23	24	17	19	72*
COc1cccc(CNc2ccc(C)c(Cl)c2)c1OC	31	23	/	/	37	/
ClC(Cl)(Cl)SSC(=Nc1ccccc1)SSC(Cl)(Cl)Cl	21	71*	52	-1	70	64
